Source: PubChem BioAssay
Hep lipid drop: modulators of hepatic lipid droplet formation; AML12 mouse hepatocytes, oleate lipid droplets, BODIPY imaging; 0.4% of 240,000 active; inhibition, % at 6.5 µM;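 active = lipid droplet intensity inhibited by at least 50%, with more than 500 cells counted; inconclusive = wells with under 300 cells, treated as cytotoxic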
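Technique: fluorescence imaging, 20x objective, two fields per well / Assay system: AML12 hepatocytes (mouse) / Measure: % inhibition of lipid droplet signal / Doses: 6.5 µM single-point dosing / Incubation: overnight exposure / Reagent: 100 µM oleic acid challenge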
WT yeast gro inh: growth inhibition of WT yeast, mitochondrial fusion screen | mitochondrial fusion phenotypic screen, WT strain | inhibition, % at 10 µM | 2.1% of 190,000 active | AID 1362; in the data active = inhibition above about 58%; tested in S. cerevisiae
Autophagy mod: autophagy modulation, high-content screen; 0.98% of 190,000 active; MEF GFP-LC3 puncta imaging; test concentration mostly 10 µM; AID 463193; calls only at 10 µM (by protocol);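 active = percentage of spot-positive cells more than 3 SD above its plate mean, without a fluorescence outlier flag or 80% toxicity; inconclusive = no clear call, values can overlap the other calls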;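 also: spot-positive cell cutoff set from DMSO-treated cells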
Yfh1-off respiration: enhancers of respiration in Yfh1-depleted yeast, dose response, Friedreich's ataxia, plus single-dose screen (AID 1465); fold induction at 50 µM, or EC50 in µM where a hit was titrated; S. cerevisiae Yfh1-off respiration, WST-1 reduction, 72 h; higher fold induction means a stronger effect; 0.074% of 220,000 active;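 active = fold induction of absorbance versus untreated yeast above a set limit, then at least 30% activation at any dose in follow-up; inconclusive = repeats straddling the limit, or above it without dose testing; inactive = fold induction below the set limit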;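 also: activators that raise dye reduction in frataxin-depleted yeast; strong numbers were not always called active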
MT stabilizer: microtubule stabilization, imaging screen; HeLa tubulin immunostaining HCS, 24 h; share of cells brighter than vehicle mean+2SD; % tubulin-high responders, % at 10 µM; 0.83% of 200,000 active; AID 2205;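 active = plate Z-score above 3 for both tubulin-high and condensed-nucleus cell shares, with cell loss under 80%, at 10 µM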;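 also: anti alpha tubulin signal scored within the nucleus-defined area of each cell; some results filed as inactive read as strong as hits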
Ins promoter up: MIN6 insulin promoter up-regulation. MIN6 insulin promoter-GFP reporter, high-content imaging; hits give high values. z-score at 5 µM. 0.3% of 190,000 active;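 active = z-score above 3 at 5 µM with at least 500 cells counted in the well; inconclusive = wells under 500 cells, flagged as cytotoxic or low count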
NOD2 inhibition: NOD2 signaling inhibitors, cell-based, luminescence, uHTS, HEK293 (AID 1566). HEK293 NOD2/NF-kB luciferase reporter, luminescence; higher % means a stronger effect. inhibition, % at 4 µM; hits with a dose series show EC50 in µM. 0.63% of 290,000 active; in the data active = inhibition above about 50%; also: many of its hits are not listed in these tables
Dynein cargo inh: dynein cargo transport inhibition; AID 1381; 3617.4 mouse cells, GR-EGFP nuclear translocation imaging; test concentration mostly 20 µM; stimulated with dexamethasone, 1 µM; hits give low values; 0.47% of 220,000 active; z-score, hits read low;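 active = plate z-score of nuclear minus cytoplasmic receptor signal below a set negative limit, without overly bright fluorescence or cell loss, cut at about -3.5 in these data, passing the limit was not always enough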;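 also: z-score of nuclear minus cytoplasmic ring GR-EGFP intensity difference per well; some compounds called inactive have numbers as strong as hits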
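Buffer or medium – tet-free medium with charcoal-stripped serum · Signal – automated 10x imaging of fixed Hoechst-stained cells · Also added – dexamethasone agonist, 1.0 µM final, for 30 min · Incubation – induction 48 h, compound 1 h, agonist 30 min · Read-out – GR-EGFP nuclear translocation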
bCat nuc transl: alters nuclear translocation of beta-catenin in HeLa cells. immunofluorescence imaging. nuclear translocation activity, % at 5 µM. 0.3% of 190,000 active. AID 1665;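 active = nuclear translocation activity above 50% at 5 µM, with a well cell count of 50 or more; inconclusive = wells under 50 cells across six images, flagged as toxic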;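 also: per-cell ratio of nuclear to cytoplasmic median beta-catenin stain intensity; plate controls were DMSO negative control for no effect and GSK-3 inhibitor IX positive control for full effect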
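Assay system: human HeLa cells, native beta-catenin; doses: 5 µM primary, 0.02–20 µM confirmation; incubation: compound treatment 24 h, 37°C, 5% CO2; technique: fluorescence imaging of beta-catenin antibody stain plus DAPI; measure: % activation, nuclear-to-cytoplasmic median beta-catenin signal ratio per cell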
WT yeast gro inh mutant strain: also measured in WT yeast gro inh; calls as there; inhibition, %; mitochondrial fusion phenotypic screen, mutant strain inhibition
Dynein cargo inh cytoplasmic EGFP: second read-out of Dynein cargo inh, no call of its own (marks repeat the call); z-score; measured here: cytoplasmic GR-EGFP intensity; hits give high values
Dynein cargo inh nuclear GR-EGFP: further read-out of Dynein cargo inh, marked with its call; z-score; measured here: nuclear GR-EGFP intensity;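 lower value marks the stronger effect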
Dynein cargo inh cell count: second read-out of Dynein cargo inh, no call of its own (marks repeat the call); z-score; measured here: cell count per field
Ins promoter up cell count: recorded beside Ins promoter up, whose call it bears; cell count; measured here: cytotoxicity, nuclei count;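 total cells summed across four imaged fields per well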
Hep lipid drop cells 6.5 µM: second read-out of Hep lipid drop, no call of its own (marks repeat the call); cell count; measured here: cell count, cytotoxicity flag;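 cells counted across two imaged fields per well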
bCat nuc transl cell count 5 µM: further read-out of bCat nuc transl, marked with its call; cell count; measured here: cell count, cytotoxicity flag
MT stabilizer Hoechst-high %: second read-out of MT stabilizer, no call of its own (marks repeat the call); % Hoechst-high responders; measured here: nuclear condensation Hoechst responders;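 share of cells brighter than vehicle mean plus two SD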
MT stabilizer cytotoxicity %: second read-out of MT stabilizer, no call of its own (marks repeat the call); toxicity, %; measured here: cytotoxicity by cell density;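 0% = mean cell density of plate MIN control wells and 100% = no cells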
Autophagy mod cell loss 18 h: further read-out of Autophagy mod, marked with its call; toxicity, %; measured here: cell loss, nuclei count;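 cell loss after 18 h compound exposure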
An asterisk follows results filed as active; i = inactive; ? = inconclusive; . = no result given; + = active, no number. Not all compounds are listed (hit frequency here may not be typical).

SMILES	Hep lipid drop	Hep lipid drop cells 6.5 µM	WT yeast gro inh	WT yeast gro inh mutant strain	Autophagy mod	Autophagy mod cell loss 18 h	Yfh1-off respiration	MT stabilizer	MT stabilizer Hoechst-high %	MT stabilizer cytotoxicity %	Ins promoter up	Ins promoter up cell count	NOD2 inhibition	Dynein cargo inh	Dynein cargo inh cytoplasmic EGFP	Dynein cargo inh nuclear GR-EGFP	Dynein cargo inh cell count	bCat nuc transl	bCat nuc transl cell count 5 µM
S=C(NCC1CCCO1)NC1CCCC1 (stereo not drawn)	-10.2	653	-4.1	19.6	i	-9.8	i	4.9	3.6	8.0	0.02	1584	-2.1%	0.767	-0.29	0.777	-0.554	-5.1	989
CC(=O)Nc1sc2c(c1-c1nc3ccccc3s1)CCN(C(C)C)C2	-35.1	415	58.4*	52.7*	i	51.0	.	35.3	66.7	82.4	?	.	-29.6%	-1.31	0.822	-0.335	-2.56	27.2	71
CSc1ccc(CNc2cccc3ccccc23)cc1	1.8	766	-9.4	-28.3	i	6.1	i	1.9	1.2	9.3	.	.	-31.3%	-0.486	0.401	0.121	0.957	.	.
COc1ccc(OCCSc2nc3ccccc3n2CC(=O)O)cc1	14.4	741	5.0	5.0	i	1.5	i	4.0	0.2	73.4	-0.49	1148	5.6%	-0.429	0.482	-0.155	-0.218	-0.2	1086
O=C(NCc1ccco1)C1CCCN(S(=O)(=O)Cc2ccccc2)C1 (stereo not drawn)	-9.7	704	2.0	-16.6	i	-2.3	i	1.3	1.1	1.2	0.82	801	-4.2%	-0.743	-0.0475	-0.237	0.907	2.5	1149
Cc1cc(C)nc(NS(=O)(=O)c2ccc(NC(=S)NC(=O)CC(C)C)cc2)n1	30.8	750	4.5	15.6	i	-5.2	.	3.7	2.9	7.3	.	.	16.8%	0.229	-0.248	0.435	0.502	0.4	412
C=CCNC(=O)c1ccc2c(=O)n(CCCN3CCCC3=O)c(=S)[nH]c2c1	-3.3	756	9.9	12.6	i	9.7	i	4.1	1.8	13.1	-0.87	1032	3.5%	-0.474	-0.307	-0.256	0.22	0.2	1030
Cc1ccc(S(=O)(=O)N2CCN(Cc3ccccc3)CC2)c(C)c1N(C)S(=O)(=O)c1ccccc1	-77.4	566	9.8	-5.7	i	-34.8	i	3.0	0.9	5.3	-1.46	1342	-3.6%	-0.0581	-0.179	-0.0667	-0.235	3.0	996
CC(C)(C)C(=O)OCc1nc(-c2ccc(C(F)(F)F)cc2)cs1	-3.5	673	.	.	.	.	i	.	.	.	-0.71	1323	16.4%	0.032	-0.277	-0.0366	0.228	-4.4	1195
Cc1nn(-c2ccccc2)c(C)c1CN	-6.4	693	10.5	-6.2	i	-3.2	i	2.3	1.8	3.7	-0.1	1394	-1.4%	0.988	-0.381	-0.144	0.881	-2.1	1104
Cc1ccc(N2CC(C(=O)Nc3cc(C)on3)CC2=O)cc1 (stereo not drawn)	.	.	7.7	16.4	i	11.7	i	1.4	2.0	5.9	0.24	1595	-7.2%	1.88	-0.19	0.553	-0.45	-0.5	1440
O=C(Nc1ncc(Cc2ccccc2Cl)s1)C1=NCCN1	-1.9	661	73.2*	67.9*	i	-1.7	i	3.1	2.6	2.4	-0.23	1396	-11.6%	0.776	-0.256	1.02	-1.03	-1.2	1168
CN(C)/N=C/c1ccc(P(c2ccc(/C=N/N(C)C)o2)c2ccc(/C=N/N(C)C)o2)o1	4.9	676	15.9	10.1	i	27.8	i	2.2	1.9	3.7	0.19	1270	1.0%	1.16	-0.157	0.13	-1.15	0.9	1105
O=C(Nc1cccnc1)c1ccc(COc2ccccc2Br)o1	0.4	622	36.7	37.1	+	7.0*	i	25.6*	17.9*	24.0*	-0.57	1198	27.1%	-1.15	-0.208	-0.799	0.619	.	.
CC(C)=NOCc1ccc(-c2cn([C@@H]3COC[C@H]3O)nn2)cc1	.	.	-13.2	-6.2	i	1.7	i	3.1	2.1	4.0	0.5	1309	1.5%	0.428	-0.269	0.523	0.298	.	.
CCOc1ccccc1C(=O)NCCCCCC(=O)O	.	.	17.3	17.8	i	6.5	i	3.5	3.3	8.1	-0.2	1490	5.1%	-0.458	-0.353	-0.128	0.175	0.9	1427
O=C(COc1cccc2cccnc12)N/N=C/c1cccn1-c1ccc(F)cc1	-12.6	720	.	.	.	.	i	.	.	.	.	.	10.9%	-0.62	-0.0595	-0.33	1.38	-1.1	1360
O=C(Nc1cccc(N=Cc2cc(Cl)cc(Br)c2O)c1)c1ccco1	9.3	692	-2.8	2.5	i	2.4	i	2.4	1.9	3.0	-0.75	1411	15.4%	-1.73	-0.237	-0.668	1.41	-0.6	1115
COC(=O)c1nn(-c2ccccc2)c(=O)cc1Oc1ccc(Cl)cc1	.	.	-6.7	-0.6	i	-2.4	i	1.8	1.7	7.4	-0.27	1581	12.0%	-0.0448	-0.138	-0.207	0.0865	-1.0	1318
CN(C)/C=C1\C(=O)N(c2ccc(F)cc2F)C(c2cccnc2)S1(=O)=O (stereo not drawn)	6.2	749	.	.	.	.	i	.	.	.	0.31	1051	13.0%	-0.203	-0.22	0.333	0.0392	0.8	1274
CC1CCC(NC(=O)Cn2c(=O)[nH]c3ccsc3c2=O)CC1 (stereo not drawn)	.	.	5.8	-12.6	i	0.9	i	6.8	2.4	4.5	0.42	1440	-36.3%	-0.638	-0.075	0.209	0.0174	2.1	1343
O=C(O)CC/C(=N\NC(=O)c1ccccc1Br)c1ccccc1	-4.8	710	5.0	-12.9	i	14.6	i	4.0	2.3	4.0	-0.13	1202	9.3%	0.0947	-0.267	-0.294	0.234	-5.7	556
O=C(Nc1ccccc1O)c1ccc(Cl)cc1	.	.	-1.5	-2.2	i	-15.4	i	2.0	2.5	4.6	0.84	1493	-42.5%	-0.522	-0.219	-0.265	0.781	-2.5	1390
O=c1c2sccc2nc(SCc2cc(=O)n3ccccc3n2)n1Cc1ccccn1	-1.3	669	-10.2	4.4	i	15.3	i	3.3	1.9	2.7	-0.23	1234	-36.1%	0.854	-0.241	0.442	-0.38	-4.2	1190
COc1ccc(-n2c(=O)c3ccccc3n(CC(=O)Nc3cccc(OC)c3)c2=O)cc1	0.4	678	-11.0	13.1	i	-6.8	i	1.9	2.4	0.5	-0.34	1248	9.4%	1.83	-0.336	0.612	-1.3	-0.2	1146
CCC(=O)O/N=C(\N)c1ccc(Oc2cc(C)c(Cl)c(C)c2)c([N+](=O)[O-])c1	4.2	740	.	.	.	.	i	.	.	.	.	.	21.6%	0.295	-0.196	0.246	0.174	-0.8	1358
NNC(=S)NCCc1ccccc1	-7.1	662	23.4	33.8	i	16.6	i	2.5	1.5	4.4	-0.54	1606	-14.6%	-0.0891	-0.229	0.0894	-0.11	-5.9	1071
COCCCNC(=S)N1CCC(NC(=O)Nc2ccc(C)cc2)CC1	5.8	717	-12.3	-5.1	i	-9.7	i	1.7	2.3	7.3	.	.	19.3%	0.205	-0.14	0.0806	-0.723	0.8	1506
CC(C)(Oc1ccc(Cl)cc1)C(=O)NCc1ccc(S(N)(=O)=O)cc1	19.4	679	8.6	1.6	i	16.9	i	4.3	2.1	9.7	-0.09	1566	-0.7%	3.57	-0.0525	3.12	-2.17	-5.1	1076
CC(=O)c1ccc(N2CCN(C(=O)CCCn3c(=O)[nH]c4ccc(Br)cc4c3=O)CC2)cc1	0.2	711	-9.8	-13.1	i	-5.5	i	3.7	2.0	3.2	-0.08	1120	-0.9%	-0.697	-0.0422	-0.38	0.744	3.3	1048
CC1CN(c2nn3c(=O)c4ccccc4nc3c3ccccc23)CC(C)O1 (stereo not drawn)	-0.5	585	3.2	3.2	i	-5.6	i	5.2	2.1	4.2	0.79	1828	17.1%	0.0398	-0.208	0.355	-0.182	-1.7	1075
CC1C(=O)NN=C1C(=O)N/N=C\C(Br)=C\c1ccccc1 (stereo not drawn)	-13.0	630	18.6	3.8	i	10.1	i	2.3	2.0	2.9	.	.	-81.3%	0.657	-0.243	0.0685	0.57	-4.5	977
O=S(=O)(NCc1ccco1)N1CCCCCC1	-1.4	732	1.0	19.2	i	0.2	i	5.2	4.0	7.4	.	.	21.6%	5.18	1.75	10	-3.92	.	.
O=C(CCc1nnc(Cc2ccc(-c3ccccc3)cc2)o1)N1CCCC1	-10.2	659	6.7	-4.6	i	-9.2	i	2.8	1.4	3.5	0.2	1492	21.0%	-0.328	-0.313	-0.354	1.19	-2.1	1013
Cc1ccc(-n2nc3c([n+]2[O-])CCc2nonc2-3)cc1	-11.2	705	-3.3	13.4	i	-1.2	i	3.3	2.4	8.9	0.47	1501	4.0%	-0.8	-0.296	-0.403	1.06	0.0	1516
O=C(NCc1cccnc1)c1cc(-c2cccs2)on1	.	.	5.0	9.2	i	2.0	.	3.1	2.5	0.6	-0.54	1463	-50.3%	-0.394	-0.272	-0.273	0.614	2.6	1340
Cc1cc(C(=O)CN2C(=O)CN(C)C2=O)c(C)n1-c1cccc(S(=O)(=O)N2CCOCC2)c1	-1.8	670	-17.0	-10.3	i	20.7	i	2.6	2.0	8.0	-0.48	1294	-5.0%	-0.593	-0.22	-0.361	0.975	1.8	1048
